B2AR arrestin: qHTS assay of beta-arrestin-biased ligands of beta2-adrenergic receptor; Beta-2 adrenergic receptor (Homo sapiens), P07550; beta-arrestin recruitment to beta2AR, cell-based reporter; Potency, µM (titrated, usually from 46.1 µM), for inactives: at the highest dose activation, hits mostly activators; AID 492947, 2010; 0.02% of 330,000 active;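 note: potency is the fitted concentration of half-maximal effect; 0% = DMSO controls and full agonism = EC100 isoproterenol or metaproterenol; nearly all actives have a fitted effect of over 65% in size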
Target sequence (P07550 whole entry, looked up): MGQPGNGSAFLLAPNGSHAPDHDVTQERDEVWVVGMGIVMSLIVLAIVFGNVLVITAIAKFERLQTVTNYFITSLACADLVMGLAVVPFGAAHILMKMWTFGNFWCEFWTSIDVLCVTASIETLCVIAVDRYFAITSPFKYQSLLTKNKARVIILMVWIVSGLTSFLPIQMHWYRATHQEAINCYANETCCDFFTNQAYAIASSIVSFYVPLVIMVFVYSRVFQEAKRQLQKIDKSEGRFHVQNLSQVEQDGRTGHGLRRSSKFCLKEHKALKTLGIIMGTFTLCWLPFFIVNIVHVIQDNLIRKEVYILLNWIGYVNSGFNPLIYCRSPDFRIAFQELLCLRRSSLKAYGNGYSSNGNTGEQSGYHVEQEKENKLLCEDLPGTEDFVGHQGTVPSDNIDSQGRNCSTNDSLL
USP2a block: qHTS Assay for Inhibitors of Ubiquitin-specific Protease USP2a Using CHOP2 as the Reporter; USP2 core, Ub-CHOP2 coupled fluorogenic reporter, 485/531; Potency, µM (highest dose often 38.3 µM), inactives show at the top dose activity change, negative = inhibition, most hits filed as inhibitors; 0.01% of 330,000 active; AID 463254, 2010;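 note: potency is the fitted concentration of half-maximal effect; plate controls were DMSO wells for no effect and full inhibition by NEM control for full effect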
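USP2 core (10nM final) preincubated 30min RT with compound in 20mM Tris-HCl pH 8.0, 2mM CaCl2, 2mM beta-mercaptoethanol, 0.05% CHAPS; 25nM Ub-CHOP2 plus 25nM reporter substrate added, fluorescence (Ex485/Em531) read after 60min.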
hERG WT inh: qHTS for Inhibitors of KCHN2 3.1: Wildtype qHTS. U2OS, BacMam KCNH2, thallium flux FluxOr; stronger effect = lower value. activity change, % at 1.84 µM. 0.37% of 340,000 active;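 active = maximum activity change below -70%; inconclusive = maximum activity change between -70% and -50%; inactive = maximum activity change above -50%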
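U2OS cells were transduced with wild-type KCNH2 virus (2.03 x 10^8 / mL) for 4 h at room temperature, then cultured overnight at 37 C. Thallium flux was read with FluxOr dye. Rate constants were normalized to DMSO controls.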
GALK inhibitor: qHTS Assay for Inhibitors of Human Galactokinase (GALK); Potency, µM (highest dose often 57.5 µM), inactives show top-dose activity change, negative = inhibition, actives largely listed as inhibitors; Purified GALK, Kinase-Glo residual ATP luminescence; 0.007% of 270,000 active; note: potency is the fitted concentration of half-maximal effect
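Human GALK (5 nM) with 35 uM ATP and 100 uM galactose in 20 mM HEPES pH 8.0, 5 mM MgCl2, 60 mM NaCl, 1 mM DTT, 0.01% BSA. After 1 h at room temperature, leftover ATP was read by Kinase-Glo Plus luminescence.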
Coupling enz: qHTS Assay for Inhibitors of Fructose-1,6-bisphosphate Aldolase from Giardia Lamblia: Coupling assay counterscreen | coupling enzyme system counterscreen, AmpLite Red fluorescence | AID 2472, 2010 | activity change, negative = inhibition, % at 58.2 µM, hits read low | 0.67% of 290,000 active; in the data active = activity change below about -30%
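Fluorescence at 525 nm excitation and 598 nm emission measured inhibition of the coupled detection system without aldolase. Compounds (at 57.5 uM final) were preincubated 10 min at room temperature with coupling enzyme reagent before a 20 min substrate/AmpLite Red step.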
KCNH2 3.1 block: qHTS for Inhibitors of KCHN2 3.1: Mutant qHTS. U2OS KCNH2 3.1, thallium flux FluxOr; stronger effect = lower value. 0.95% of 340,000 active. Potassium voltage-gated channel subfamily H member 2, brain isoform KCNH2 3.1 (human). activity change, % (tested at about 1.8 µM);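 active = maximum activity change below -70%; inconclusive = maximum activity change from -70% to -50%; inactive = maximum activity change above -50%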;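 note: thallium influx rate constant from kinetic fluorescence after stimulation buffer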
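Channel expression came from 3.1 mutant virus (1.77 x 10^8 /mL) applied to suspended U2OS cells for 4 h. Flux was tracked with FluxOr dye plus Red40 quencher, and kinetic rate constants normalized to controls.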
Chronic BCR inh: qHTS Assay to Find Inhibitors of Chronic Active B-Cell Receptor Signaling; ABC-DLBCL IkBa-CBG/CBR reporter, luminescence ratio, 4 h; 0.05% of 340,000 active; Potency, µM (top dose mostly 46.1 µM), for inactives: top-dose ratio change, negative = lower green/red ratio, hits mostly inhibitors; AID 493014, 2011; active = well fitted inhibition curve with a large enough effect in the signal ratio, with a control signal flat, not every such curve was filed as active; inconclusive = small, poorly fitted or top-dose-only effect, or effect the other way, or a change in a side signal; the % refers to the signal ratio;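 note: potency is the fitted concentration of half-maximal effect; plate controls were basal doxycycline-induced cells for no effect and cells given 10 µM MG132 for full effect; MG132 reads +100%, hits lower the ratio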
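Doxycycline induced both beetle luciferases in TMD8 lymphoma cells; IKK-driven degradation limits the IkappaBalpha-fused green signal, while red luminescence normalises for cell number and nonspecific effects. Compounds tested up to 46 uM, 4 hrs.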
uPA generation: qHTS for Inhibitors of Cell Surface uPA Generation | cell surface uPA generation assay, qHTS | Potency, µM (series often up to 38.3 µM), for inactives: top-dose activity change, negative = inhibition, usual class: inhibitors | 0.31% of 330,000 active; active = well fitted inhibition curve with a large enough effect; inconclusive = small, poorly fitted or top-dose-only effect; inactive = no such curve, though single readings can be large or run the other way; tested in mouse RAW 264.7 cells; note: potency is the fitted concentration of half-maximal effect; nearly all actives have a fitted effect of over 55% in size
PKM2 act: qHTS Assay for Activators of Human Muscle isoform 2 Pyruvate Kinase | AID 1631, 2009 | 0.34% of 260,000 active | Potency, µM (titrated, usually from 57.5 µM), for the others: at the highest dose activation, usual class: activators | purified PKM2, Kinase-Glo ATP luminescence, activation; response scale: 0% is enzyme alone, no compound; note: potency is the fitted concentration of half-maximal effect; nearly all actives have a fitted effect of over 55% in size
Target sequence (P14618 whole entry, looked up, canonical isoform): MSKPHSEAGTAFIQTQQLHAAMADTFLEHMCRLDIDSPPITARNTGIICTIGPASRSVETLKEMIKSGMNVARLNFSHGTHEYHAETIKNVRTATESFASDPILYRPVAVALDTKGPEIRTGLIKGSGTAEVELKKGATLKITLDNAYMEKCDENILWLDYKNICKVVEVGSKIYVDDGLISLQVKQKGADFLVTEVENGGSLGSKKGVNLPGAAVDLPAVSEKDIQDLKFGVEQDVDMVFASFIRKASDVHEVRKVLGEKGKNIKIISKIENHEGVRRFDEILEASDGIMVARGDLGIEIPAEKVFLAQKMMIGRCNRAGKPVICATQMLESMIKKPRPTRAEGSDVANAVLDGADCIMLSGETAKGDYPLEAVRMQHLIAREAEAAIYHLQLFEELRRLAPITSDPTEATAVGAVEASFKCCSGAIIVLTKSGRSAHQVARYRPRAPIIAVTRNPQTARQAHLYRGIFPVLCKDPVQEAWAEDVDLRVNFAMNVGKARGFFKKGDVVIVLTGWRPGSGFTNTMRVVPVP
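Purified hPK-M2 (>95%) run at intermediate activity with 0.1 mM ADP and 0.5 mM PEP in 50 mM imidazole pH 7.2, KCl, MgCl2; 1 h room temperature. ATP formed read by Kinase-Glo luminescence; normalized to uninhibited and no-enzyme controls.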
Giardia killer: Small Molecules that selectively kill Giardia lamblia: qHTS. activity change, % at 7.66 µM, hits read low. 0.15% of 340,000 active. Giardia lamblia trophozoite viability. AID 540267, 2011; in the data active = activity change below about -80%; inconclusive = between about -30% and that limit;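 note: parasites exposed to compound for two days anaerobically before the ATP read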
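Trophozoites 100 cells/well + cpd; 48 hrs, 37 deg C, anaerobic. ATPLite 1-Step added, 15-30 min RT, luminescence read (ATP-based viability).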
Eya2 inh: qHTS Assay for Inhibitors of the Phosphatase Activity of Eya2; Potency, µM (doses to about 76.9 µM), for inactives: at the top dose activity, negative = inhibition, most hits filed as inhibitors; Protein phosphatase EYA2 (Homo sapiens), O00167; 0.006% of 330,000 active; recombinant Eya2, OMFP fluorescence dephosphorylation (OMFP is methylfluorescein phosphate); note: potency is the fitted concentration of half-maximal effect
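Eya2 protein (added as 0.2 uM solution) was preincubated with compound for 10 min at ambient temperature in 50 mM HEPES pH 7.5, 50 mM NaCl, 5 uM MgCl2, 0.05% BSA, 1 mM DTT. OMFP (added at 50 uM) then reacted 10 min; fluorescence read at 485/525 nm.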
* marks the source's active call; other numbers are inactive results; i = inactive; u = inconclusive; x = no result given; [ ] = another dose, or the depositor's remark. Unless noted, calls come from the whole dose curve; as a rule, active = well fitted curve in the direction sought with a large enough effect; inconclusive = small, poorly fitted or top-dose-only effect, or another doubt; inactive = no such curve, though single readings can be large; an effect the other way counts as inactive or inconclusive. Unless noted, % is set by controls: 0 for no effect and ±100 for the full control effect.

SMILES	B2AR arrestin	USP2a block	hERG WT inh	GALK inhibitor	Coupling enz	KCNH2 3.1 block	Chronic BCR inh	uPA generation	PKM2 act	Giardia killer	Eya2 inh
CN(C)C(CNC(=O)C1CCN(S(=O)(=O)c2cccc(Cl)c2Cl)CC1)c1ccccc1 (stereo unspecified)	0.3%	0%	-20	4%	3	-26	-2%	-4%	x	-11	-18%
Cc1ccc2c(CN3CCOCC3)cc(=O)oc2c1	-0.5%	-1%	-5	0%	3	-11	6%	-17%	-3%	-12	-19%
CCOc1cc(NC(=O)c2ccccn2)c(OCC)cc1NC(=O)c1ccccc1	-0.1%	0%	1	3%	0	1	-1%	0%	-3%	-4	-7%
O=C(NCC(=O)N(CC1CCCO1)C(C(=O)NC1CCCC1)c1cccnc1)c1ccco1 (stereo unspecified)	-0.4%	2%	-9	18%	1	6	6%	-1%	-1%	-13	-10%
O=C(c1cccc2ccccc12)N1CCN=C1SCc1ccc([N+](=O)[O-])cc1	-0.2%	3%	12	-1%	0	-20	u	6%	0%	7	-3%
CCCN(CCC)C(=S)NC1CC2C=CC1C2 (stereo unspecified)	-0.2%	4%	3	x	-2	2	9%	-3%	0%	u	-8%
Cc1sc2nc(C3CC3)nc(NCCNS(=O)(=O)c3ccccc3)c2c1C	0.6%	-2%	-12	-1%	0	u	u	-1%	6%	-2	-2%
CC(NC(=O)COC(=O)c1ccc(N2CCCC2=O)cc1)c1ccc(F)cc1 (stereo unspecified)	-0.3%	2%	-2	x	x	-5	0%	9%	x	-11	9%
CCOC(=O)C1(CC2CCCCO2)CCN(Cc2nc(C(C)C)cs2)CC1 (stereo unspecified)	0.2%	1%	0	8%	-4	-10	-12%	2%	3%	-20	-2%
COc1ccc2oc(=O)c(C(=O)N3CCN(c4ccccc4C)CC3)cc2c1	0.1%	1%	-4	1%	-8	-2	-19%	12%	15%	-6	8%
CCC(=O)NC(=S)Nc1cccc(Cl)c1N1CCCCC1	13%	-4%	-4	-2%	-1	-8	u	x	-3%	13	3%
Cc1ccc(-n2ccnc2SCC(=O)O)cc1C	-1.0%	1%	-19	0%	7	-5	0%	0%	-12%	17	-2%
COc1ccc(C2=NS(=O)(=O)N(C)C(C(=O)Nc3ccc4c(c3)OCO4)=C2)cc1	0.4%	0%	13	x	-1	-1	3%	3%	4%	14	-8%
N#C/C(=C\c1ccc[nH]1)C(=O)Nc1ccccc1F	-0.2%	-1%	4	-2%	x	-10	u	-1%	-1%	-6	-20%
NS(=O)(=O)c1ccc(NC2(C(=O)O)CCCC2)cc1	0.8%	9%	3	-3%	-3	-28	u	-3%	2%	-5	-27%
Brc1ccc(CN2CCSCC2)cc1	-0.3%	-2%	-15	3%	3	-174*	-10%	-6%	-5%	7	28%
C=CCN(C(=O)c1csnn1)C(C(=O)NCc1ccccc1)c1ccccc1F (stereo unspecified)	0.0%	3%	0	0%	3	27	0%	8%	x	13	-13%
Cc1cc(C)cc(NC(=O)C(c2ccccc2)N2CCN(CC(=O)NC3CC3)CC2)c1 (stereo unspecified)	-0.1%	-1%	-17	x	x	-9	0%	0%	x	-6	-2%
C=CCn1c(SCC(=O)/C(C#N)=C(\C)N)nnc1C1CCCCC1	-0.2%	0%	-5	4%	3	-18	0%	2%	0%	-9	6%
C=CCn1c(SCCOC)nc2c1c(=O)[nH]c(=O)n2C	-0.7%	-2%	-1	-2%	2	2	2%	-5%	0%	10	1%
COCc1cc(=O)[nH]c(N2CCN(C(=O)c3ccco3)CC2)n1	-0.7%	0%	-4	x	-1	-4	-1%	-2%	x	22	-2%
Cc1nn(Cc2ccccc2Cl)c2sc(C(=O)Nc3nccs3)cc12	-2.2%	3%	-4	-2%	0	-5	u	1%	2%	11	-18%
COc1ccc(CCNc2oc(COc3ccccc3Cl)nc2C#N)cc1OC	-0.8%	-5%	-2	-1%	-4	11	u	6%	15%	u	-14%
O=C(CNc1cccc([N+](=O)[O-])c1)N1CCN(S(=O)(=O)c2ccc(Cl)cc2)CC1	-0.2%	-2%	-12	x	x	-4	16%	-1%	x	9	11%
Cc1cc(C)nc(SCCCNCc2ccccc2)n1	-0.3%	0%	6	-2%	0	5	1%	16%	-2%	1	-2%
CCCc1ccc(OCCNC(=O)C2CCCCC2)cc1	0.1%	3%	i	-2%	-2	-7	-2%	1%	0%	40[activator]	3%
CCc1ccc(NC(=O)c2cc(-c3ccco3)on2)cc1	0.8%	-1%	-2	-9%	-1	-3	16%	x	-12%	-2	-25%
Cc1ccc(OCC(O)Cn2nc(C)cc2C)cc1 (stereo unspecified)	0.0%	2%	2	1%	0	5	12%	-3%	-2%	3	1%
CC(C)Cn1c2c(c(O)c(C(=O)Nc3ccc(F)cc3)c1=O)CCCC2	-0.2%	0%	2	3%	2	10	u	3%	3%	-6	20%
O=C(c1cc(-c2ccccc2)nn1-c1ccccc1)N1CCN(S(=O)(=O)c2c(F)cccc2F)CC1	0.0%	2%	4	x	x	-26	-10%	6%	x	-2	8%

Quoted from the listing.
`CCCc1ccc(OCCNC(=O)C2CCCCC2)cc1` in B2AR arrestin reads 0.1%
`CCc1ccc(NC(=O)c2cc(-c3ccco3)on2)cc1` in GALK inhibitor reads -9%

Continued:
SMILES	B2AR arrestin	USP2a block	hERG WT inh	GALK inhibitor	Coupling enz	KCNH2 3.1 block	Chronic BCR inh	uPA generation	PKM2 act	Giardia killer	Eya2 inh
Cc1ccc(CNc2ncnc3c2cnn3-c2ccccc2)cc1	-2.0%	-1%	3	0%	-1	-18	16%	-3%	-14%	33[activator]	-20%
CCN(C(=O)CCN1C(=O)/C(=C/c2ccccc2)SC1=S)C1CCS(=O)(=O)C1 (stereo unspecified)	-0.6%	0%	-2	-7%	x	0	u	-13%	x	12	3%
O=C(NCCC(=O)N(CCc1ccccc1)Cc1ccccc1)c1ccc(Br)cc1	0.0%	-1%	20	x	x	-27	8%	-2%	x	-24	-24%
CCC1=[N+](CC(=O)c2ccc(C)cc2)CCn2c(C)ccc21	-0.6%	1%	5	1%	0	6	-2%	-8%	-8%	10	-14%
COC(=O)CSc1nnc(CNC(=O)c2ccc(OC)cc2OC)n1C	0.0%	0%	1	-2%	4	15	-1%	6%	-1%	-9	1%
Cn1c(/C=C/c2cccc([N+](=O)[O-])c2)nc2ccccc2c1=O	-0.7%	1%	11	5%	-1	-6	10%	-3%	-1%	12	-1%
CC(=O)CSc1nnc(Cc2ccc([N+](=O)[O-])cc2)o1	0.1%	1%	4	x	0	-10	-1%	10%	0%	-8	-1%
COc1ccc(NC(=O)CCNS(=O)(=O)c2ccccc2F)cc1S(N)(=O)=O	0.0%	2%	2	0%	-2	20	0%	4%	x	u	-4%
COc1cccc(NC(=O)CN(C)S(=O)(=O)c2ccc3[nH]c(=O)oc3c2)c1	0.4%	2%	-8	-6%	x	6	0%	-3%	x	-8	6%

Profiles, quoted from the list.
`Cc1ccc2c(CN3CCOCC3)cc(=O)oc2c1` as listed: B2AR arrestin = -0.5%; USP2a block = -1%; hERG WT inh = -5; GALK inhibitor = 0%; Coupling enz = 3; KCNH2 3.1 block = -11; Chronic BCR inh = 6%; uPA generation = -17%; PKM2 act = -3%; Giardia killer = -12; Eya2 inh = -19%
`Cc1cc(C)nc(SCCCNCc2ccccc2)n1` as listed: B2AR arrestin = -0.3%; USP2a block = 0%; hERG WT inh = 6; GALK inhibitor = -2%; Coupling enz = 0; KCNH2 3.1 block = 5; Chronic BCR inh = 1%; uPA generation = 16%; PKM2 act = -2%; Giardia killer = 1; Eya2 inh = -2%
`Cc1ccc(OCC(O)Cn2nc(C)cc2C)cc1` (stereo unspecified) as listed: B2AR arrestin = 0.0%; USP2a block = 2%; hERG WT inh = 2; GALK inhibitor = 1%; Coupling enz = 0; KCNH2 3.1 block = 5; Chronic BCR inh = 12%; uPA generation = -3%; PKM2 act = -2%; Giardia killer = 3; Eya2 inh = 1%

Compounds as they come, and some 2.4% of all compounds hit somewhere here.
